# Screens deposited in PubChem BioAssay by The Scripps Research Institute Molecular Screening Center.
# PME-1 inh = PME-1 (human) inhibition; Q9Y570; recombinant PME-1, FP-Rh probe fluorescence polarization; inhibition, % at 5.9 µM; actives 0.53% (n = 320,000); AID 2130;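 active = inhibition above the campaign mean of all compounds plus 3 SD, cut at about 26% in these data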;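 also: competitive labeling of PME-1 active site by serine hydrolase directed probe; 0% = PME-1 with DMSO and 100% = wells lacking PME-1 enzyme; inhibitors block probe labeling so polarization falls and inhibition rises; many of its hits are not listed in these tables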
# PAFAH2 FP inh = inhibitors of human PAFAH2; Q99487; recombinant PAFAH2, FP-rhodamine activity probe, fluorescence polarization; inhibition, % at 3.39 µM; actives 0.99% (n = 340,000);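 active = inhibition above the mean over all tested compounds plus 3 SD, cut at about 30% in these data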;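 also: inhibitors block probe labeling of enzyme so polarization drops; 0% = enzyme with DMSO and 100% = wells lacking PAFAH2 protein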
# LYPLA2 inh = counter-screen for PME1 inhibitors: inhibitors of human LYPLA2 | O95372 | inhibition, % at 5.9 µM | actives 0.38% (n = 320,000) | AID 2177 | recombinant LYPLA2, FP-Rh probe fluorescence polarization;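 active = inhibition above the screen-wide mean plus 3 SD, limit set per campaign, cut at about 26% in these data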;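 also: 0% = LYPLA2 with DMSO and 100% = wells lacking LYPLA2 enzyme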
# PAFAH1B2 FP inh = blocks human PAF acetylhydrolase 1b catalytic subunit 2. inhibition, % at 3.39 µM. recombinant PAFAH1B2, FP-rhodamine activity probe, fluorescence polarization. actives 1.2% (n = 340,000);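 active = inhibition above the mean of all tested compounds plus 3 SD, cut at about 24% in these data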;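 also: 0% = enzyme with DMSO and 100% = wells lacking PAFAH1B2; many of its hits are not listed in these tables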
# PAFAH1B3 FP inh = blocks human PAF acetylhydrolase 1B catalytic subunit 3. inhibition, % at 3.39 µM. Q15102. AID 492972. actives 0.28% (n = 340,000). recombinant PAFAH1B3, FP-rhodamine probe, fluorescence polarization;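 active = inhibition above the screen-wide average of all tested compounds plus 3 SD, cut at about 25% in these data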;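 also: 0% = enzyme with DMSO only and 100% = wells lacking PAFAH1B3 protein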
# pPAFAH inh = pPAFAH (human) enzyme inhibition | actives 1.5% (n = 330,000) | AID 463082 | recombinant pPAFAH, FP-rhodamine probe fluorescence polarization | inhibition, % at 3.39 µM | Q13093;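 active = inhibition above the mean inhibition across the screen plus 3 SD, cut at about 25% in these data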;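 also: inhibitors block binding of the rhodamine activity-based probe so polarization drops; 0% = enzyme with DMSO and 100% = wells lacking pPAFAH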
# Target sequence (Q13093 whole entry, looked up): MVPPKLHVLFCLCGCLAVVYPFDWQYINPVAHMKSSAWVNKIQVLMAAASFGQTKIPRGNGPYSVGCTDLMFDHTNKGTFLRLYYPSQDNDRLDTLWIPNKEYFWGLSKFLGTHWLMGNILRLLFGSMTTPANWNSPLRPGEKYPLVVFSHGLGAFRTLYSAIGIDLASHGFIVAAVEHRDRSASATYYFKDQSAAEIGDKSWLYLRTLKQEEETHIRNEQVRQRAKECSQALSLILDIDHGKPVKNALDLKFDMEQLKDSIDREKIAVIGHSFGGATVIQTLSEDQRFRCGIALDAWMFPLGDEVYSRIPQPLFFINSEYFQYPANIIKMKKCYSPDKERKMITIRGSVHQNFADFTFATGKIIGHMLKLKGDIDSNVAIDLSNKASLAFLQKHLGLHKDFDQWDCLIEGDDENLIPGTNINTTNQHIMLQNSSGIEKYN
# PAD4 inh = inhibitors of human PAD4. Q9UM07. recombinant PAD4, RCA probe fluorescence polarization. inhibition, % at 6.36 µM. actives 0.41% (n = 330,000). AID 485272;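 active = percent inhibition above a cutoff equal to the mean of all tested compounds plus 3 SD, cut at about 15% in these data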;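 also: 0% = PAD4 with RCA probe and DMSO and 100% = probe without PAD4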
# LYPLA1 inh = LYPLA1 (human) inhibition in PME1 counter-screen | recombinant LYPLA1, FP-Rh probe fluorescence polarization | inhibition, % at 5.9 µM | actives 0.16% (n = 320,000) | AID 2174;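 active = inhibition above the mean of all tested compounds plus 3 SD, set per campaign, cut at about 14% in these data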;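 also: inhibitors block serine hydrolase probe labeling of LYPLA1 so polarization falls; 0% = enzyme with DMSO and 100% = wells lacking LYPLA1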
# GSTO1 inh = GSTO1 inhibition, counter-screen for RBBP9 inhibitors | P78417 | recombinant GSTO1, activity-based probe fluorescence polarization | inhibition, % at 5.96 µM | actives 1.1% (n = 300,000);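 active = inhibition above the campaign mean inhibition plus 3 SD, cut at about 35% in these data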;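 also: 0% = GSTO1-1 with DMSO and 100% = wells lacking GSTO1-1 enzyme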
# Target sequence (P78417 whole entry, looked up): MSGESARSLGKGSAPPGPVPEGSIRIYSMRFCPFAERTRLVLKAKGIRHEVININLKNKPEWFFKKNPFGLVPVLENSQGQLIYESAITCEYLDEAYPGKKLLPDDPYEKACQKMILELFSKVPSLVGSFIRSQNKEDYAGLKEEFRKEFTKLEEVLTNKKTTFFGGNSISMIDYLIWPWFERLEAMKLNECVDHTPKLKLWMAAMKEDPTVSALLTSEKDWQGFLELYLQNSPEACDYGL
# An asterisk follows results filed as active; · = no result given.
SMILES,PME-1 inh,PAFAH2 FP inh,LYPLA2 inh,PAFAH1B2 FP inh,PAFAH1B3 FP inh,pPAFAH inh,PAD4 inh,LYPLA1 inh,GSTO1 inh
CS(=O)(=O)c1ccc(Cl)c(NC(=O)Cc2ccccc2F)c1,-1,52*,-7,1,7,13,-2,0,2
O=C(COc1ccc2c3c(c(=O)oc2c1)CCC3)NCCN1CCOCC1,-5,6,-2,-1,3,2,-1,-1,9
O=C(Nc1ccccc1)Nc1ccccn1,2,-6,2,-2,15,-1,-3,1,2
Nc1cccc(Oc2cnccn2)c1,-4,5,3,-2,-9,2,2,0,9
COc1ccc(OC)c(/C=N/n2c(C)nc3ccccc3c2=O)c1,2,·,4,·,·,-5,3,1,-9
O=C(NCCNS(=O)(=O)c1ccccc1Cl)c1cc(OCC(F)(F)F)ccc1OCC(F)(F)F,5,8,-3,1,6,6,-1,-4,-1
O=C(Nc1nnc(-c2ccncc2)o1)c1ccc2ccccc2c1,3,-1,-3,-1,6,6,-1,3,0
COc1ccc2cc(C(c3nnnn3C3CCCCC3)N3CCCCCC3)c3nnnn3c2c1 (stereo not given),-5,1,-1,1,15,-6,4,5,18
COc1ccccc1NC(=O)CSc1nnc(-c2ccccn2)o1,-6,-13,0,-3,1,-2,1,-1,14
Cc1cccnc1CCNC(=O)CCc1nnc(CCc2ccccc2)o1,-6,-5,7,3,9,2,-1,-1,8
COc1ccc(N2CCN(C(=O)C3CCC(Cn4c(=S)[nH]c5ccccc5c4=O)CC3)CC2)cc1 (stereo not given),-4,-3,83*,5,4,4,-2,40*,1
O=c1[nH]c(=S)[nH]c2sccc12,-1,-1,-2,4,11,6,-3,-1,4
O=c1c2ccsc2ncn1Cc1cccc(C(F)(F)F)c1,-10,3,8,-1,2,1,-2,1,13
O=C(C1CCN(S(=O)(=O)c2ccc(-n3cnnn3)cc2)CC1)N1CCN(c2ccccc2)CC1,-6,2,11,-2,1,4,-3,-3,-6
COc1ccccc1CNC(=O)[C@H](Cc1c[nH]c2ccccc12)NC(=O)[C@@H]1Cc2ccccc2CN1,-4,-3,-9,7,7,-2,-8,-1,14
Cc1cc(OC(=O)c2c(F)cc(F)cc2F)nc(C)n1,5,-6,4,-3,0,1,1,4,5
O=C(NNC(=O)c1ccc([N+](=O)[O-])cc1Cl)c1ccncc1,-2,2,6,0,4,-1,-1,3,7
CCOC(=O)Cn1cnc2c(nnn2-c2ccccc2)c1=O,-2,-1,3,1,6,0,4,2,5
COc1cc(C(=O)OCC(=O)Nc2ccc(C)cc2)cc(OC)c1OC,-6,31*,7,2,6,0,2,1,-1
Nc1ccc2nc(SCc3cccc(F)c3)sc2c1,-2,0,8,-8,-9,12,2,-3,4
CCOc1ccc(NC(=O)C(c2ccccn2)N(C(=O)CCl)c2ccc(F)cc2)cc1 (stereo not given),-1,-2,-1,4,-2,15,3,-2,31
Cc1ccc(C)c(N2CCN(CC3CCCCC3)CC2)c1,0,8,4,2,5,2,-1,-2,0
Cc1ccc(N2CCN(C(=S)c3ccc(-c4cccc([N+](=O)[O-])c4)o3)CC2)cc1,3,9,3,3,2,4,2,-3,0
CCn1c(SCCC(=O)Nc2ccccc2)nnc1-c1ccc(OC)cc1,-1,2,-5,2,6,-3,1,-4,7
CC[n+]1ccc(C)c2cc(SC(F)(F)F)ccc21,0,-2,6,-1,6,11,-4,0,1
COc1ccc2c(c1OC)C(=O)N(c1ccc(C)cc1)C2=O,4,-8,2,1,5,3,0,3,3
Cc1cccc(C(=O)OCC(=O)c2c(N)n(CC(C)C)c(=O)n(C)c2=O)c1[N+](=O)[O-],1,0,1,-1,7,2,4,1,1
CC(=O)Nc1ccc(NC(=O)C(c2ccccc2)c2ccccc2)cc1,-2,-5,0,9,5,6,-6,-1,3
Cc1c(C(=O)Nc2nccs2)oc2ccc(Br)cc12,·,-19,·,-5,-30,-3,-19,·,·
OCCC1CN(Cc2cccc(OC3CCCC3)c2)CCN1Cc1ccsc1 (stereo not given),1,3,5,5,7,6,1,3,4
CC(C)(C)N1C(=O)[C@H]2[C@@H](c3ccc(Br)cc3)N3C(=O)N(c4cccc(Br)c4)C(=O)[C@@]3(Cc3ccccc3)[C@H]2C1=O,-11,-9,-20,-2,-5,6,-6,-10,-1
O=C(O)c1ccc(CNCc2cccc(OCc3ccc(F)cc3)c2)cc1,-5,-1,3,8,1,1,0,-2,-4
O=C(O)c1ccc2c(c1)C(=O)N(c1ccc(C(=O)OCC(=O)c3ccccc3)cc1)C2=O,5,22,14,6,-8,3,3,-2,3
Cc1ccc(N(CN2CCCC2=O)C(=O)c2ccc(OC(C)C)cc2)cc1,3,1,5,6,7,1,-2,1,-3
Cc1sc(NC(=O)c2ccco2)c(C(Nc2ccccn2)c2ccccc2)c1C (stereo not given),-4,-4,2,-4,9,2,-5,-1,6
Cc1ccc(S(=O)(=O)N2CCN(C(=O)N(C)C)CC2)cc1C,4,1,10,1,2,0,-3,6,3
COc1ccc(NC(=S)N(CCN(C)C)Cc2cccs2)cc1,0,1,4,4,-2,2,-4,1,12
Cc1cc(=O)[nH]c(SCC(=O)Nc2ccccc2[N+](=O)[O-])n1,2,-5,-3,2,3,1,1,2,4
CC(=O)c1ccc(S(=O)(=O)NC2CC(=O)N(c3cccc(F)c3)C2)cc1 (stereo not given),3,2,-2,1,-1,4,-4,1,10
CCCC(=O)Nc1ccc(Cl)c(NC(=O)c2ccc([N+](=O)[O-])cc2Cl)c1,-1,-4,1,6,5,-2,0,2,5
COc1cccc2sc(Nc3nc(-c4ccncc4)cs3)nc12,4,-4,-8,-4,0,9,-7,1,0
COc1ccc(C(=O)Nc2cc(OC)cc3cccnc23)cc1,-11,5,-5,2,2,-2,-5,-7,10
Cc1ccc(SCC(=O)n2nc(C)cc2C)cc1,10,-3,-1,-1,7,2,-3,4,2
COc1ccc(NS(=O)(=O)c2ccc3c(c2)NC(=O)CC(=O)N3)cc1OC,-1,3,-9,-4,3,3,-4,-3,13
COc1cc(Cc2ccc(N)c(OC)c2)ccc1N,-4,-4,-2,10,9,6,-2,0,5
O=C(Oc1ccc([N+](=O)[O-])cc1)c1ccc(Cl)c(S(=O)(=O)N2CCCCC2)c1,-1,·,-2,·,·,-6,-6,0,9
CCOc1ccccc1CNc1nc2nc3c(c(=O)n2[nH]1)CCC3,-2,6,-1,-1,1,1,-4,1,-5
Cc1cccc(N2CCN(Cc3cc(=O)n4ccsc4n3)CC2)c1C,-4,3,-1,2,11,6,-5,5,7
O=C(Nc1ccccc1)c1nc[nH]c1C(=O)NCc1ccccc1,-2,-2,-4,2,4,1,1,-3,·
N#Cc1ccc(CSc2nnc(Nc3ccccc3)s2)cc1,-6,-4,13,9,4,-6,-8,-3,2
# (list continues)
SMILES,PME-1 inh,PAFAH2 FP inh,LYPLA2 inh,PAFAH1B2 FP inh,PAFAH1B3 FP inh,pPAFAH inh,PAD4 inh,LYPLA1 inh,GSTO1 inh
CN=C1SC(CC(=O)Nc2c(C)cccc2C)C(=O)N1/N=C/c1cccs1 (stereo not given),-6,1,-9,0,6,2,-2,-2,0
CC(=O)CCC(=O)OCC(=O)c1ccc(C(F)(F)F)cc1,-1,10,-2,2,5,0,0,-1,0
COc1ccc(/C=C(/NC(=O)c2ccc(C)cc2)C(=O)NCC2CCCO2)cc1 (stereo not given),7,-5,9,-1,7,5,-6,6,2
CC1CCN(Cc2cc(=O)oc3cc4c(cc23)CCCC4)CC1,0,2,9,6,1,4,2,4,-1
COc1cccc(OCCOCCN(C)CCO)c1,-4,-3,2,0,3,-2,-1,3,6
Cc1cc(O)c(/C=N/Nc2cccc(Cl)c2)c(=O)o1,-3,38*,3,1,6,4,2,-1,1
Cn1cccc1C(=O)NCc1ccc(Cl)cc1,0,-6,-7,1,11,0,2,1,-8
O=C(COC(=O)C1(c2ccccc2)CC1)NNC(=O)c1ccccc1,9,-3,-2,4,0,-1,3,2,6
O=S(=O)(c1ccc2ccccc2c1)N1CCN(Cc2ccccn2)CC1,0,4,-2,3,8,1,2,2,5
O=C(CC(NS(=O)(=O)c1ccc(Cl)cc1)c1ccco1)N1CCc2ccccc21 (stereo not given),-3,4,-1,3,-3,7,-5,0,3
O=c1oc2c3c4c(cc2c2c1CCC2)OCCN4CCC3,10,11,-6,8,6,14,-6,1,0
CSc1ccccc1-c1nc(-c2ccncc2)no1,4,-4,-5,6,-3,2,-5,1,-2
Cc1c(C)c2cc(Cl)c(O)c(CN(C)C)c2oc1=O,0,0,6,0,3,0,-2,4,0

# This is a subset; the hit share may differ from the screen's.
